# Screening data (PubChem)
# GAA inh = qHTS Assay for Inhibitors of Human alpha-Glucosidase as a Potential Chaperone Treatment of Pompe Disease; Potency, µM (highest dose often 76.9 µM), for the others: top-dose activity change, negative = inhibition, hits mostly inhibitors; Lysosomal alpha-glucosidase (Homo sapiens), P10253; purified human GAA, 4-MU-alpha-glucoside fluorescence; 200,000 compounds, 0.005% hits;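 note: potency is the fitted concentration of half-maximal effect; plate controls were uninhibited enzyme wells for no effect and no-enzyme background for full effect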
#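 Endpoint fluorogenic read: 20 min room-temperature reaction of 4 nM human alpha-glucosidase with 400 uM 4-methylumbelliferyl-alpha-D-pyranoside, pH 5.0, quenched with 1M NaOH/1M glycine pH 10. AC50 from Hill modeling.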
# HttQ103 aggreg = qHTS Multiplex Assay to Identify Dual Action Probes in a Cell Model of Huntington: Aggregate Formation (GFP); PC12 HttQ103-GFP aggregates, Acumen cytometry, 40 h; Potency, µM (doses to about 46.1 µM), inactives show at the highest dose activity change, negative = inhibition, usual class: inhibitors; 220,000 compounds, 1.1% hits; AID 1688, 2009; note: potency is the fitted concentration of half-maximal effect; % is set by controls: 0 for no effect and ±100 for the full control effect; nearly all actives have a fitted effect of over 60% in size
#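 Inducible Q103 Huntingtin exon 1–GFP PC12 line, 1500 cells/well in phenol red free DMEM with 5% equine and 5% calf serum. Tebufenozide 100 nM induced expression; compounds titrated; aggregates quantified by cytometry.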
# CBFb RUNX1 block = qHTS Assay for Compounds Blocking the Interaction Between CBF-beta and RUNX1 for the Treatment of Acute Myeloid Leukemia; Potency, µM (doses to about 59.8 µM), for inactives: at the highest dose activity, negative = inhibition, hits mostly inhibitors; AID 1477, 2009; 230,000 tested, under 10 active; AlphaScreen CBFb-His/RUNX1-biotin binding, biochemical; Runt-related transcription factor 1 (Homo sapiens) + Core-binding factor subunit beta …; note: % of control where 0% means no effect
# Target sequence (Q01196 whole entry, looked up): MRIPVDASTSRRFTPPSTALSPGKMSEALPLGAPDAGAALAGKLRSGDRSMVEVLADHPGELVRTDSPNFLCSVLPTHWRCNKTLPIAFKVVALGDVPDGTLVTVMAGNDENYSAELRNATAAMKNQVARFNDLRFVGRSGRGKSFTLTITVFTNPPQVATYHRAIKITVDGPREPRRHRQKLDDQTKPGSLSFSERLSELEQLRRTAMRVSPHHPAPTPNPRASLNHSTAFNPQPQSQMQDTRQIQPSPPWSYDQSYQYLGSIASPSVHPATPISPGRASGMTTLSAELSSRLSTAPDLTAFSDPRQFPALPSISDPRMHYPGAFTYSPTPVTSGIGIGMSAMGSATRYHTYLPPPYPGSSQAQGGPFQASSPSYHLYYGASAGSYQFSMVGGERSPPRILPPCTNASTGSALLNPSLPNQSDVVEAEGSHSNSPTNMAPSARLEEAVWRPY
# Target sequence (Q13951 whole entry, looked up): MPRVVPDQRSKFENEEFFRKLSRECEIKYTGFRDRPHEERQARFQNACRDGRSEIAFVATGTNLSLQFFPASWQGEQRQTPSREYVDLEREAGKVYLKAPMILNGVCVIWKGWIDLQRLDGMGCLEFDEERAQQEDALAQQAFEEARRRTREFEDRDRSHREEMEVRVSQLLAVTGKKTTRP
#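 Inhibition was taken as any reduction in AlphaScreen signal from the CBF-beta–RUNX1 pair (His and biotin tags, 30 nM each), measured after compound (15 min) and bead (90 min) incubations at room temperature.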
# HTT ATP protect = qHTS Multiplex Assay to Identify Dual Action Probes in a Cell Model of Huntington: Cytoprotection (ATP); PC12 HTT-Q103 induced, cytoprotection, ATP luminescence, 40 h; Potency, µM (series often up to 56.4 µM), for inactives: cytoprotection (ATP increase), most hits filed as activators; 230,000 compounds, 0.14% hits;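 note: potency is the fitted concentration of half-maximal effect; % of control where 0% means no effect; nearly all actives have a fitted effect of over 45% in size; toxic huntingtin expression switched on by the ecdysone agonist tebufenozide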
#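 Quantitative HTS on tebufenozide-induced (100 nM) PC12 cells expressing HTTQ103 exon 1–GFP; compounds tested as a concentration series; survival measured via cellular ATP.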
# GAA glycogen mod = qHTS Assay for Inhibitors and Activators of Human alpha-Glucosidase Cleavage of Glycogen. Lysosomal alpha-glucosidase (Homo sapiens), P10253. recombinant GAA, glycogen substrate, Amplex Red glucose oxidase fluorescence. Potency, µM (titrated, usually from 76.4 µM), inactives show top-dose activity change, negative = inhibition, actives largely listed as inhibitors. 300,000 compounds, 0.38% hits;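 note: potency is the fitted concentration of half-maximal effect; 0% = full enzyme reaction and -100% = no-enzyme basal signal; the screen sought inhibitors and activators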
#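 Recombinant human enzyme (4 nM); glycogen substrate; 37 C, 40 min, pH 5.0. Readout: coupled glucose oxidase/Amplex Red fluorescence.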
# aGlu spleen mod = qHTS Assay for Inhibitors and Activators of Human alpha-Glucosidase From Spleen Homogenate; 240,000 compounds, 0.006% hits; Potency, µM (highest dose often 79.9 µM), inactives show top-dose activity change, negative = inhibition, actives largely listed as inhibitors; human spleen homogenate, 4-MU-alpha-glucoside fluorescence; Lysosomal alpha-glucosidase (Homo sapiens), P10253;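 note: potency is the fitted concentration of half-maximal effect; 0% = enzyme with vehicle and -100% = no enzyme basal signal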
#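 Human spleen homogenate (1 ug) with 4-methylumbelliferyl-alpha-D-glucopyranoside (1 mM final) in 50 mM citrate/phosphate pH 5.0, 0.01% Tween-20; 40 min at 37 C. Stopped at pH 10; 4-MU fluorescence Ex 365/Em 440 nm; AC50 by Hill fit.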
# LMNA splice mod = qHTS Assay for Modulators of Lamin A Splicing; Potency, µM (doses to about 46.1 µM), for inactives: top-dose ratio change, negative = inhibition, most hits filed as inhibitors; HeLa LMNA splicing GFP/RFP minigene ratio, 48 h; 200,000 compounds, 0.01% hits; active = well fitted inhibition curve with a large enough effect in the signal ratio, with a control signal flat, not every such curve was filed as active; inconclusive = small, poorly fitted or top-dose-only effect, or effect the other way, or a change in a side signal; the % refers to the signal ratio; note: potency is the fitted concentration of half-maximal effect; % is set by controls: 0 for no effect and ±100 for the full control effect
#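 Read-out is the ratio of GFP to DsRed2 object intensity, acquired by 488 nm laser-scanning cytometry on HeLa lamin A-EGFP minigene reporter cells. Compound incubation 48 hrs at 37 °C in Opti-MEM with 2% FBS; DMSO 0.5% final.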
# * hit, by the source's call; ? = inconclusive; / = not tested or not shown; [ ] = dose if it differs, or a comment. Unless noted, calls come from the whole dose curve; as a rule, active = well fitted curve in the direction sought with a large enough effect; inconclusive = small, poorly fitted or top-dose-only effect, or another doubt; inactive = no such curve, though single readings can be large; an effect the other way counts as inactive or inconclusive. Compounds were not picked by outcome. About 1.5% of those tested had a hit in this group.
SMILES,GAA inh,HttQ103 aggreg,CBFb RUNX1 block,HTT ATP protect,GAA glycogen mod,aGlu spleen mod,LMNA splice mod
CN(C)S(=O)(=O)c1cccc(NC(=O)COC(=O)c2cn(-c3ccccc3)nc2-c2ccccc2)c1,-9%,-13%,-7%,/,-5%,4%,?
COc1ccc(/C=N/Nc2nc(N3CCCCC3)nc(N3CCCCC3)n2)cc1[N+](=O)[O-],-12%,6%,-5%,12%[10 µM],-3%,2%,?
COc1ccccc1C(=O)Nc1nc(-c2cccs2)c(NC(C)=O)s1,2%,-10%,7%,-53%[inhibitor],?,-4%,2%
COc1ccc(CCNC2=C(Cl)C(=O)N(Cc3ccccc3)C2=O)cc1OC,?,4%[9.22 µM],-5%,-31%,1%,-1%,/
Cc1sc2nc(SCC(=O)N(CCO)CCO)n(C3CCCCC3)c(=O)c2c1C,?,17%,-2%,-28%,12%,4%,-5%
COc1ccc(CCNC(=O)CSc2nc(O)c(C(C)C)c(=O)[nH]2)cc1OC,2%,-4%,-2%,-1%[10 µM],-1%,5%,-9%
CCN(Cc1ccccc1)S(=O)(=O)c1cc(C(=O)NCCCN(C)C)ccc1OC,-3%,-1%,-2%,-24%,3%,3%,-3%[46 µM]
Cc1cc(C(F)F)n2nc(C(=O)Nc3cc(C)on3)nc2n1,-17%,27%,10%,-11%,6%,-7%,3%
O=C(CSc1ncc(-c2ccccc2)[nH]1)Nc1cccc(O)c1,9%,24%,2%,1%[10 µM],19%,4%,4%
O=C(COC(=O)/C=C/c1ccc(F)cc1)Nc1ccc(Cl)cn1,2%,25%,2%,-9%,15%,-7%,-6%[46 µM]
C[C@@H](O)CCC[C@H](O)/C=C/[C@@H]1[C@@H](C/C=C\CCCC(=O)O)[C@@H](O)C[C@H]1O,/,/,10%,-24%,/,8%,/
CS(=O)(=O)N(Cc1ccccc1)c1ccc(C(=O)Nc2cccnc2)cc1,?,-11%,-3%,-6%[10 µM],-13%,0%,-11%
CN1C2C=C3C(C#N)=C(N)C(C#N)(C#N)C(c4ccc(Br)cc4)C3C1CC2 (stereo not drawn),-4%,28%,-8%,11%[10 µM],-19%,1%,-4%
Cc1c(NC(=O)CN2CC(C)OC(C)C2)c(=O)n(-c2ccccc2)n1C (stereo not drawn),3%,21%,-1%,13%[10 µM],7%,4%,6%
Cc1cc(NC(=O)c2n[nH]c(=O)c3ccccc23)ccc1Br,-7%[15.4 µM],6%[9.22 µM],5%,0%[10 µM],-2%,-1%,/
CC(C)CCN1CCN(C/C=C/c2ccco2)CC1CCO (stereo not drawn),-10%,14%,2%,-27%,17%,-4%,/
Cc1cc(C)n2nc(S(=O)(=O)NC(C)(C)C)nc2n1,-1%,14%,-7%,1%,-4%,3%,18%[9.22 µM]
O=C(NCc1ccco1)c1ccc2c(c1)C(=O)N(C1CCCCC1)C2=O,1%,0%,1%,1%,16%,-4%,9%
C1CCCCCC(NCCN2CCNCC2)CCCCC1,/,-14%[9.22 µM],4%,-7%[10 µM],-3%,-3%,/
O=C(N/N=C\c1ccc([N+](=O)[O-])o1)c1cncc(Br)c1,/,-5%[9.22 µM],11%,-16%[10 µM],-6%,1%,/
CC1(C)Cc2ccccc2C(CSc2ccccc2C(=O)O)=N1,0%,17%[9.22 µM],?,25%[10 µM],-7%,4%,-16%[46 µM]
CCc1cc2cc3c(cc2nc1SCC(=O)Nc1cc(C)on1)OCO3,6%,11%,19%,18%,0%,-5%,8%
CCCN(CCC)C(=O)c1c(C)[nH]c(C(=O)OCC)c1C,6%,15%,0%,-4%,0%,0%,-3%
Cn1c(CCNC(=O)c2ccccc2F)nnc1SCc1nc2ccccc2c(=O)[nH]1,-1%,-5%,-3%,-8%,2%,-13%,1%
CCNC(=O)OCC12CC3CC(CC(C3)C1)C2,-2%,-4%,4%,-13%[10 µM],10%,0%,-1%

# By substructure, the compounds so far containing a thiophene ring, fused or not (2)
SMILES,GAA inh,HttQ103 aggreg,CBFb RUNX1 block,HTT ATP protect,GAA glycogen mod,aGlu spleen mod,LMNA splice mod
COc1ccccc1C(=O)Nc1nc(-c2cccs2)c(NC(C)=O)s1,2%,-10%,7%,-53%[inhibitor],?,-4%,2%
Cc1sc2nc(SCC(=O)N(CCO)CCO)n(C3CCCCC3)c(=O)c2c1C,?,17%,-2%,-28%,12%,4%,-5%

# Returning to the listing, repeating the two entries before the break.
SMILES,GAA inh,HttQ103 aggreg,CBFb RUNX1 block,HTT ATP protect,GAA glycogen mod,aGlu spleen mod,LMNA splice mod
Cn1c(CCNC(=O)c2ccccc2F)nnc1SCc1nc2ccccc2c(=O)[nH]1,-1%,-5%,-3%,-8%,2%,-13%,1%
CCNC(=O)OCC12CC3CC(CC(C3)C1)C2,-2%,-4%,4%,-13%[10 µM],10%,0%,-1%
O=C(COc1ccc2ccccc2c1Br)NC(=S)Nc1cccc(CO)c1,-4%,9%,-2%,/,0%,-4%,5%
CC1(C)Cc2c(C#N)c(NCCCO)nc(-c3ccccc3)c2CO1,8%,17%,0%,-26%,3%,1%,-2%
COCCNC(=O)c1ccccc1NS(=O)(=O)c1ccc(C)c([N+](=O)[O-])c1,0%,-9%,-1%,7%[10 µM],-6%,0%,14%
CC(=O)C1=C(NC(=O)c2ccccc2F)C[C@@H]2[C@H]1C2(C)C,-33%,0%,-1%,2%,-2%,-7%,-1%
CCn1c(=NC(=O)C2COc3ccccc3O2)sc2c(C)ccc(OC)c21 (stereo not drawn),/,-13%[9.22 µM],22%,-2%[10 µM],3%,8%,/
COc1ccc(N(CC(=O)NCCC2=CCCCC2)S(C)(=O)=O)cc1OC,-4%,-6%,4%,21%,1%,3%,-3%
COC(=O)c1ccccc1NC(=O)COC(=O)C1CCCCC1,/,-31%[9.22 µM],21%,8%[10 µM],-6%,-5%,/
Cn1c(CCNC(=O)c2ccco2)nc2cc(NS(=O)(=O)c3ccccc3)ccc21,8%,-19%,-2%,9%,2%,6%,-11%
CCc1cc2cc(C(=O)N3CCN(c4ccccc4)CC3)sc2s1,-7%,-17%,-1%,-6%,6%,0%,11%
O=C(NC(=S)Nc1ccccc1N1CCOCC1)c1cccs1,-12%,?,-3%,-10%[10 µM],5%,4%,-3%
N#Cc1c2c(c(N3CCN(CCO)CC3)n3c1nc1ccccc13)CCCC2,-2%,-14%,6%,-11%[10 µM],-3%,-3%,-3%
CCCc1nc2oc3c(OCC)ncnc3c2c2c1COC(C)(C)C2,2%,-1%,0%,3%,7%,4%,3%
O=[N+]([O-])c1cc2c(c(CSc3nnc4ccccn34)c1)OCOC2,0%,18%,0%,1%[10 µM],2%,-8%,-13%
CCC(C)(C(=O)NC1CCCCC1)N(Cc1ccco1)C(=O)CC1NC(=O)NC1=O (stereo not drawn),-6%,9%,5%,14%,5%,6%,-12%
CCN1C(=O)CC(N2CCN(c3ccc(OC)cc3)CC2)C1=O (stereo not drawn),-4%,5%,20%,8%,9%,-14%,0%
COc1ccc(CNC(=O)COC(=O)c2c(-c3c(F)cccc3Cl)noc2C)cc1OC,-5%,24%,-5%,-29%,-1%,-27%,?
O=S(=O)(/N=C(\c1ccccc1)N1CCOCC1)c1ccc(Cl)cc1,0%,-3%,-3%,11%[10 µM],11%,1%,-6%
CC1=CN2C(=N)/C(=C/c3ccc(C)o3)C(=O)N=C2S1,-10%,1%,-8%,-3%[1.9 µM],0%,-15%,-9%
COc1ccc(NS(=O)(=O)c2ccc(NC(=S)NC(=O)c3ccc(Br)cc3)cc2)nn1,-4%,20%,-17%,1%[10 µM],0%,-2%,?
Fc1ccc(C(c2nnnn2C2CCCC2)N(Cc2ccco2)CC2CCCO2)cc1 (stereo not drawn),-16%,-13%,2%,-8%,0%,-7%,?
CC1(C)Cn2c(nc(=O)c3c2NCN(CCc2ccccc2)C3)S1,3%,3%,14%,-21%,9%,/,/
CC(=O)Nc1cc2cc(NS(=O)(=O)c3ccc(C)cc3)ccc2oc1=O,/,-2%[9.22 µM],11%,14%[10 µM],2%,2%,/
O=C(COC(=O)c1cc(S(=O)(=O)N2CCCC2)ccc1O)Nc1ccc(S(=O)(=O)N2CCOCC2)cc1,/,-15%[9.22 µM],-2%,0%[10 µM],0%,-8%,/
Nc1nnc(SCCN2C(=O)c3ccccc3S2(=O)=O)s1,0%,1%,5%,-1%[0.074 µM],5%,-2%,4%
Cn1c(=O)c(Oc2cc(Cl)cc(Cl)c2)nc2ccccc21,?,-8%,11%,-17%[10 µM],-6%,0%,-8%
SMILES,GAA inh,HttQ103 aggreg,CBFb RUNX1 block,HTT ATP protect,GAA glycogen mod,aGlu spleen mod,LMNA splice mod
COc1ccc(NS(=O)(=O)c2cc(NC(=O)CNC(=O)c3ccc(C)s3)ccc2Cl)cc1,6%,?,4%,-18%[10 µM],-1%,-15%,?
O=C1C(=O)N(CNc2cccnc2)c2ccccc21,-2%,9%,-1%,6%[10 µM],-3%,4%,-3%
CCCCNc1nnc(SCC(=O)c2c[nH]c3ccccc23)s1,6%,9%,1%,/,-3%,-2%,?
c1ccc(C2CNCc3c2ccc2ccccc32)cc1 (stereo not drawn),-6%,2%,6%,/,7%,0%,?
O=C(CCC(=O)c1cccs1)OCC(=O)N1CCN(C(=O)c2ccco2)CC1,-14%,24%,9%,-5%,9%,2%,-9%
COCCSc1ccccc1C(=O)Nc1ccc([N+](=O)[O-])cc1OC,-3%,3%,-2%,-8%,-4%,5%,28%[46 µM]
CCO[C@@H]1OC(C(=O)N2CCOCC2)=C[C@H](c2ccc(C(F)(F)F)cc2)[C@H]1CCCO,/,13%[9.22 µM],21%,24%[10 µM],-9%,2%,/
CN(C(=S)Nc1ccc(Oc2ccccc2)cc1)c1ccc(O)cc1,-1%,-3%,21%,/,-9%,8%,?
c1ccc(COc2ccc(CNn3cnnc3)cc2)cc1,12%,-16%,-1%,-14%[0.074 µM],-6%,4%,-3%
O=C(C1CCN(S(=O)(=O)c2cccnc2)CC1)N1CCN(c2ccc(Cl)cc2)CC1,/,1%[9.22 µM],1%,10%[10 µM],1%,2%,/
